Assay outcomes from PubChem BioAssay.
LANA DNA inh – inhibitors of KSHV LANA C-terminal domain DNA binding; inhibition, % at 9 µM; AID 504423; hit rate 0.078% among 340,000; MBP-C-LANA/FAM-LBS DNA binding, fluorescence polarization;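 active = highest replicate inhibition at or above 60% at 9 µM, even if other replicates fall short; inactive = all replicates below 60% inhibition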;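 note: 0% = neutral control wells and 100% = 4 µM acridine orange control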
RTF Ca sens act – cardiac RTF calcium sensitization | IANBD-labeled TnC RTF fluorescence at EC20 calcium; 0% EC20 calcium, 100% full calcium | activation, % at 7.2 µM | hit rate 0.24% among 340,000 | AID 493008;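 active = activation above the mean over all tested compounds plus 3 SD, cut at about 30% in these data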;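 note: rise in fluorescence read as greater calcium sensitivity of cardiac thin filaments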
HTR5A inv ctr – inverse agonist of human HTR5A in OPRM1-OPRD1 counter-screen; P47898; HTR5A cell line, luminescence, inverse agonism; inhibition, % at 9.3 µM; hit rate 0.083% among 340,000; in the data active = inhibition mostly above about 23%, no sharp cut-off; inactive = mostly below about 18%;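 note: 0% = cells with DMSO and 100% = no-cell wells with DMSO; some compounds called inactive have numbers as strong as hits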
Target sequence (P47898 whole entry, looked up): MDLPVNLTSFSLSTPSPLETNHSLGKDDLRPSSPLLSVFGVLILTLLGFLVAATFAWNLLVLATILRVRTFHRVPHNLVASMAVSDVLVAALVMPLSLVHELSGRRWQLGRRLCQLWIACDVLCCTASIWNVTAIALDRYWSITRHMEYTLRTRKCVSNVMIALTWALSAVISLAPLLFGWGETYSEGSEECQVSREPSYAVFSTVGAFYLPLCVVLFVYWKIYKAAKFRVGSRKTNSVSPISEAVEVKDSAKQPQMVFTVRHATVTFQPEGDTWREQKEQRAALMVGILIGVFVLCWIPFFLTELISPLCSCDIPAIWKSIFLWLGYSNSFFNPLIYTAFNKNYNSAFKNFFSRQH
RTF Ca sens inh – cardiac RTF calcium desensitization. AID 493244. inhibition, % at 7.15 µM. hit rate 0.12% among 340,000. P19429+P45379. IANBD-labeled cardiac RTF, Ca2+ fluorescence;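 active = inhibition above the mean inhibition of all tested compounds plus 3 SD, cut at about 17% in these data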;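 note: assay run at fixed EC70 calcium of 1.6 mM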
HTR5A ag – counter-screen for OPRM1-OPRD1 agonists: human HTR5A agonism. AID 504692. hit rate 0.61% among 340,000. HTR5A agonist assay, luminescence, cell-based. activation, % at 9.3 µM; in the data active = activation mostly above about 9.5%, no sharp cut-off; inactive = mostly below about 7.6%;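 note: 0% = cells with vehicle only and 100% = reference agonist; strong numbers were not always called active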
OPRM1-OPRD1 inv – inverse agonist of human OPRM1-OPRD1 heterodimerization; inhibition, % at 9.3 µM; cell-based MOR-DOR heterodimer luminescence, inverse agonism; P35372+P41143; hit rate 0.21% among 340,000; AID 504357; in the data active = inhibition above about 22%, passing the limit was not always enough;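 note: 0% = cells with DMSO and 100% = wells without cells with DMSO; values of inactives mirror those of a sister screen read the other way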
Keap1 Nrf2 FP – disrupts human Keap1 binding to Nrf2 peptide | Q14145 | Keap1 Kelch-Nrf2 peptide fluorescence polarization, 1536-well | inhibition, % at 9.4 µM | hit rate 0.15% among 340,000; in the data active = inhibition above about 12%;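 note: human Keap1 Kelch domain with fluorescein labeled Nrf2 9mer peptide probe; 0% = neutral control wells and 100% = peptide positive control; higher means more block of Keap1 binding to Nrf2 peptide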
Target sequence (Q14145 whole entry, looked up, the tested form may be a part): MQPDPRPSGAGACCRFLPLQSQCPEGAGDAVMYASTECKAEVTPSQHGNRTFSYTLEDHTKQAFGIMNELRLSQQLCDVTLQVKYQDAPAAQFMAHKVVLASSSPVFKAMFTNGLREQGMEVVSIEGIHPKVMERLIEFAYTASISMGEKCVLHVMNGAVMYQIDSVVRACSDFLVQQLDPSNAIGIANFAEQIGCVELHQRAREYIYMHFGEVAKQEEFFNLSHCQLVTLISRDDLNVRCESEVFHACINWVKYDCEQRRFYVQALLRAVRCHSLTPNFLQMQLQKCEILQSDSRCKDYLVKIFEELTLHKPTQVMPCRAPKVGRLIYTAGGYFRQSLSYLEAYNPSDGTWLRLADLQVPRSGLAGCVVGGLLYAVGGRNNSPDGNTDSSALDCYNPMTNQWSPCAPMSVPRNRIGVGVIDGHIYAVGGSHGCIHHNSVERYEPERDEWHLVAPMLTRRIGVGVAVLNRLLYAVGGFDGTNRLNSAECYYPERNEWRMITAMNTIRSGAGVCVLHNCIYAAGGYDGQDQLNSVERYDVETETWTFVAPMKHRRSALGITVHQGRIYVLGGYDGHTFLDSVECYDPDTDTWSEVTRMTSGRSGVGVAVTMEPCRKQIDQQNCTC
MOR-DOR ag – agonists of human mu-delta opioid receptor heterodimerization. cells, OPRM1-OPRD1 heterodimerization, luminescence. activation, % at 9.3 µM. hit rate 0.3% among 340,000; in the data active = activation above about 18%;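 note: 0% = vehicle-treated cells and 100% = reference agonist; values of inactives mirror those of a sister screen read the other way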
V-ATPase pHluor – alters yeast V-ATPase proton transport; S. cerevisiae, pHLuorin cytosolic pH fluorescence; hit rate 0.37% among 350,000; response, % at 10 µM; in the data active = response mostly above about 7.3%, no sharp cut-off; inactive = mostly below about 5.4%; note: actives read high; inactives centre near 0; some compounds called inactive have numbers as strong as hits; reference of the scale not given here
CAL-PDZ inh HTS – inhibitors of human CAL PDZ peptide binding | Q9HD26 | purified CAL PDZ, TMR-peptide fluorescence polarization, 1 h | inhibition, % at 24.9 µM | hit rate 0.92% among 300,000 | AID 602252;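 active = mean inhibition of at least 30% with at least half of replicates also reaching 30%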;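 note: 0% = DMSO neutral control and 100% = excess unlabeled competitor peptide PRC23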
* hit, by the source's call.

For C[C@H]1CN(S(=O)(=O)c2ccc3c(c2)OCCO3)CCN1S(=O)(=O)c1c(F)cccc1F the results were LANA DNA inh -0.4, RTF Ca sens act 3, HTR5A inv ctr 1, RTF Ca sens inh -2, HTR5A ag 4, OPRM1-OPRD1 inv 10, Keap1 Nrf2 FP -3, MOR-DOR ag -2.2, V-ATPase pHluor -1 and CAL-PDZ inh HTS -2.
O=C(O)c1c[nH]c2cc(C(F)(F)F)ccc2c1=O was read as LANA DNA inh -1.7, RTF Ca sens act 4, HTR5A inv ctr -25, RTF Ca sens inh -5, HTR5A ag 10, OPRM1-OPRD1 inv 13, Keap1 Nrf2 FP -3, MOR-DOR ag -2.3 and V-ATPase pHluor -1.
CCOC(=O)c1ccc(-n2[nH]c(-c3ccccc3)cc2=O)cc1 was read as LANA DNA inh -4.1, RTF Ca sens act 2, HTR5A inv ctr 6, RTF Ca sens inh -4, HTR5A ag 5, OPRM1-OPRD1 inv 2, Keap1 Nrf2 FP -5, MOR-DOR ag -0.4, V-ATPase pHluor 4 and CAL-PDZ inh HTS -4.
Screening COc1ccc(/C=N/n2c(C)nc3ccccc3c2=O)cc1OC returned LANA DNA inh 0.8, RTF Ca sens act -4, HTR5A inv ctr 10, RTF Ca sens inh 2, HTR5A ag -3, OPRM1-OPRD1 inv 17, Keap1 Nrf2 FP 0, MOR-DOR ag -3.8, V-ATPase pHluor -1 and CAL-PDZ inh HTS -4.
`O=C(c1ccc(S(=O)(=O)NCC2CCCO2)cc1)N1CCN(c2cccc(Cl)c2)CC1` (stereo not drawn) gave LANA DNA inh -1.2, RTF Ca sens act 3, HTR5A inv ctr -3, RTF Ca sens inh 0, HTR5A ag 3, OPRM1-OPRD1 inv -3, Keap1 Nrf2 FP -3, MOR-DOR ag 0.5 and V-ATPase pHluor -1.
Screening O=C(Cn1nc(-c2ccccc2Cl)ccc1=O)Nc1ccccc1-c1ccccc1 returned LANA DNA inh 0.3, RTF Ca sens act 2, HTR5A inv ctr 12, RTF Ca sens inh -4, HTR5A ag -4, OPRM1-OPRD1 inv 17, Keap1 Nrf2 FP -1, MOR-DOR ag -3.5, V-ATPase pHluor 0 and CAL-PDZ inh HTS -3.
For CCCCC(c1nnnn1CCOC)N1CCN(Cc2ccccc2)CC1 (stereo not drawn) the results were LANA DNA inh -1.7, RTF Ca sens act 5, HTR5A inv ctr 1, RTF Ca sens inh -6, HTR5A ag 5, OPRM1-OPRD1 inv 1, Keap1 Nrf2 FP 1, MOR-DOR ag -0.1, V-ATPase pHluor 0 and CAL-PDZ inh HTS -3.
`O=C1C2CCCCN2C(=O)N1CCCCN1CCN(c2ccc([N+](=O)[O-])cc2)CC1` (stereo not drawn) gave LANA DNA inh -0.6, RTF Ca sens act 3, HTR5A inv ctr 19, RTF Ca sens inh -12, HTR5A ag -7, OPRM1-OPRD1 inv 8, Keap1 Nrf2 FP -3, MOR-DOR ag -1.4, V-ATPase pHluor 2 and CAL-PDZ inh HTS -3.
For CCOc1ccc(S(=O)(=O)NCCC(=O)NCC(C)(C)N2CCOCC2)cc1 the results were LANA DNA inh -2.3, RTF Ca sens act -6, HTR5A inv ctr 7, RTF Ca sens inh -8, HTR5A ag -3, OPRM1-OPRD1 inv 16, Keap1 Nrf2 FP -2, MOR-DOR ag -2.5, V-ATPase pHluor -3 and CAL-PDZ inh HTS 8.
Screening COc1ccccc1C(=O)Nc1sc2c(c1C(N)=O)CCCC2 returned LANA DNA inh -0.6, RTF Ca sens act 1, HTR5A inv ctr 3, RTF Ca sens inh -1, HTR5A ag 3, OPRM1-OPRD1 inv 8, Keap1 Nrf2 FP 1, MOR-DOR ag -1.7, V-ATPase pHluor 7 and CAL-PDZ inh HTS -1.
Screening CCOC(=O)C1=C(Nc2cccc(Cl)c2)OCC1=O returned LANA DNA inh -0.2, RTF Ca sens act -5, HTR5A inv ctr -2, RTF Ca sens inh 1, HTR5A ag 1, OPRM1-OPRD1 inv 12, Keap1 Nrf2 FP 0, MOR-DOR ag -3.0, V-ATPase pHluor 5 and CAL-PDZ inh HTS 4.
For CCN(C(=O)Nc1ccccc1)c1ccccc1 the results were LANA DNA inh -1.0, RTF Ca sens act 11, HTR5A inv ctr -6, RTF Ca sens inh -2, HTR5A ag 4, OPRM1-OPRD1 inv 15, Keap1 Nrf2 FP -2, MOR-DOR ag -3.4, V-ATPase pHluor 0 and CAL-PDZ inh HTS -3.
Cc1ccc(C(=O)NCCn2c(N)c(C#N)c3nc4ccccc4nc32)cc1 was read as LANA DNA inh 0.1, RTF Ca sens act -6, HTR5A inv ctr 8, RTF Ca sens inh -8, HTR5A ag 3, OPRM1-OPRD1 inv 19, Keap1 Nrf2 FP -6, MOR-DOR ag -3.6, V-ATPase pHluor 4 and CAL-PDZ inh HTS 1.
Screening Cc1ccccc1N(CC(=O)NCc1ccc2c(c1)OCO2)C(=O)C1CSC(=O)C1 (stereo not drawn) returned LANA DNA inh -1.3, RTF Ca sens act 0, HTR5A inv ctr 2, RTF Ca sens inh -12, HTR5A ag -1, OPRM1-OPRD1 inv -3, Keap1 Nrf2 FP -6, MOR-DOR ag 0.3, V-ATPase pHluor 1 and CAL-PDZ inh HTS -5.
`Clc1ccc(-c2ccc(/C=N/Nc3cc(N4CCOCC4)nc(N4CCOCC4)n3)o2)cc1` gave LANA DNA inh 0.8, RTF Ca sens act -5, HTR5A inv ctr 15, RTF Ca sens inh -1, HTR5A ag 0, OPRM1-OPRD1 inv -3, Keap1 Nrf2 FP -1, MOR-DOR ag 0.6, V-ATPase pHluor -7 and CAL-PDZ inh HTS -3.
`O=C(CCS(=O)(=O)c1ccccc1Cl)Nc1ccc(S(=O)(=O)Nc2ncccn2)cc1` gave LANA DNA inh 0.2, RTF Ca sens act 3, HTR5A inv ctr -21, RTF Ca sens inh -12, HTR5A ag 0, OPRM1-OPRD1 inv 15, Keap1 Nrf2 FP -9, MOR-DOR ag -2.7, V-ATPase pHluor 5 and CAL-PDZ inh HTS -4.
For Cn1c(=O)c2c(ncn2CC(=O)N2CCN(S(=O)(=O)c3ccccc3)CC2)n(C)c1=O the results were LANA DNA inh 0.3, RTF Ca sens act -1, RTF Ca sens inh 0, Keap1 Nrf2 FP 0, V-ATPase pHluor -4 and CAL-PDZ inh HTS 1.
For COc1ccc(/C=C/C(=O)NC(=S)NNC(=O)[C@H]2C[C@@H]2c2ccccc2)cc1OC the results were LANA DNA inh -1.2, RTF Ca sens act 6, HTR5A inv ctr 36, RTF Ca sens inh -11, HTR5A ag -1, OPRM1-OPRD1 inv 13, Keap1 Nrf2 FP -4, MOR-DOR ag -2.5, V-ATPase pHluor 2 and CAL-PDZ inh HTS 24.
For N#Cc1cccc(Nc2c3c(nc4ccccc24)CCCC3)c1 the results were LANA DNA inh 2.9, RTF Ca sens act -2, HTR5A inv ctr -15, RTF Ca sens inh -7, HTR5A ag -2, OPRM1-OPRD1 inv 5, Keap1 Nrf2 FP 3, MOR-DOR ag -0.8, V-ATPase pHluor -3 and CAL-PDZ inh HTS 2.
Screening COc1ccc(N/N=C(/C)c2cnnc(-c3ccccc3)n2)cc1 returned LANA DNA inh -1.0, RTF Ca sens act 5, HTR5A inv ctr -6, RTF Ca sens inh 4, HTR5A ag 2, OPRM1-OPRD1 inv 2, Keap1 Nrf2 FP 0, MOR-DOR ag -0.4, V-ATPase pHluor 1 and CAL-PDZ inh HTS 0.
For CC(C)=C1C2CCC1C(C(=O)Nc1cc(C)cc(C)c1)C2C(=O)O (stereo not drawn) the results were LANA DNA inh 0.0, RTF Ca sens act -4, HTR5A inv ctr -1, RTF Ca sens inh -8, HTR5A ag 0, OPRM1-OPRD1 inv 12, Keap1 Nrf2 FP -2, MOR-DOR ag -2.0, V-ATPase pHluor 0 and CAL-PDZ inh HTS -1.
Screening Cn1cccc1/C=N/NC(=O)Cc1cccc2ccccc12 returned LANA DNA inh 0.5, RTF Ca sens act 7, HTR5A inv ctr -16, RTF Ca sens inh 2, HTR5A ag 3, OPRM1-OPRD1 inv 1, Keap1 Nrf2 FP -2, MOR-DOR ag -0.2, V-ATPase pHluor 5 and CAL-PDZ inh HTS -1.
`COCC(C)NC(=O)c1ccccc1[N+](=O)[O-]` (stereo not drawn) gave LANA DNA inh 0.0, RTF Ca sens act 2, HTR5A inv ctr 9, RTF Ca sens inh 5, HTR5A ag 1, OPRM1-OPRD1 inv 5, Keap1 Nrf2 FP 4, MOR-DOR ag -0.9, V-ATPase pHluor -2 and CAL-PDZ inh HTS 5.
`Cc1ccc2nc(NC(=O)CNS(=O)(=O)c3ccc(Br)s3)sc2c1` gave LANA DNA inh 0.1, RTF Ca sens act 9, HTR5A inv ctr 0, RTF Ca sens inh 0, HTR5A ag 4, OPRM1-OPRD1 inv -28, Keap1 Nrf2 FP -6, MOR-DOR ag 4.9 and V-ATPase pHluor 1.
Cc1ccc(C)c(NC(=S)N(Cc2cccc(Br)c2)CC2CCC(C(=O)O)CC2)c1 (stereo not drawn) was read as LANA DNA inh 13, RTF Ca sens act -2, HTR5A inv ctr -2, RTF Ca sens inh -2, HTR5A ag 1, OPRM1-OPRD1 inv 3, Keap1 Nrf2 FP 3, MOR-DOR ag -0.6, V-ATPase pHluor 1 and CAL-PDZ inh HTS 1.
`CCN(CC(=O)Nc1c(F)cccc1F)C(=O)c1nc2nc(C)cc(C)n2n1` gave LANA DNA inh -0.4, RTF Ca sens act -5, HTR5A inv ctr -16, RTF Ca sens inh -9, HTR5A ag -1, OPRM1-OPRD1 inv 2, Keap1 Nrf2 FP 1, MOR-DOR ag -0.3, V-ATPase pHluor 0 and CAL-PDZ inh HTS -5.
For Cc1ccc2nc(SCC(=O)Nc3nnc(SCC(N)=O)s3)[nH]c2c1 the results were LANA DNA inh -0.2, RTF Ca sens act 3, HTR5A inv ctr -14, RTF Ca sens inh -9, HTR5A ag -1, OPRM1-OPRD1 inv 6, Keap1 Nrf2 FP -1, MOR-DOR ag -1.0, V-ATPase pHluor 2 and CAL-PDZ inh HTS -7.
Cc1ccc(NC(=O)c2ccco2)c(NC(=O)COc2ccccc2)c1 was read as LANA DNA inh -1.7, RTF Ca sens act -5, HTR5A inv ctr -11, RTF Ca sens inh -11, HTR5A ag 7, OPRM1-OPRD1 inv -3, Keap1 Nrf2 FP -6, MOR-DOR ag 0.3 and V-ATPase pHluor 2.
`COc1ccc(C2=NN(CCC(=O)NCC3CCCO3)C(=O)CC2)cc1` (stereo not drawn) gave LANA DNA inh -0.4, RTF Ca sens act 0, HTR5A inv ctr -3, RTF Ca sens inh -2, HTR5A ag 4, OPRM1-OPRD1 inv -6, Keap1 Nrf2 FP -3, MOR-DOR ag 1.1, V-ATPase pHluor -1 and CAL-PDZ inh HTS -3.
For Cc1ccc(C)c(C2=CSC3=NCCN23)c1 the results were LANA DNA inh 3.5, RTF Ca sens act 3, HTR5A inv ctr 6, RTF Ca sens inh -4, HTR5A ag -3, OPRM1-OPRD1 inv 4, Keap1 Nrf2 FP -5, MOR-DOR ag -1.1, V-ATPase pHluor 0 and CAL-PDZ inh HTS 0.
Screening CCN1C(=O)c2cccc3c(S(=O)(=O)N(C(C)=O)c4ccc(OC(C)=O)cc4)ccc1c23 returned LANA DNA inh 0.6, RTF Ca sens act 3, HTR5A inv ctr -24, RTF Ca sens inh -6, HTR5A ag 9, OPRM1-OPRD1 inv -9, Keap1 Nrf2 FP 2, MOR-DOR ag 2.4, V-ATPase pHluor 4 and CAL-PDZ inh HTS -7.
